Source: PubChem
Pf growth 96h = P. falciparum growth inhibition at 96 hours; P. falciparum luciferase reporter growth, 96 h; AID 504834; Potency, µM (highest dose often 28.7 µM), for the others: top-dose activity change, negative = inhibition, hits mostly inhibitors; actives 6.9% (n = 320,000); further: potency means the concentration at half of the fitted maximal effect; on the % scale 0 is the no-effect control and ±100 the full control effect
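Infected RBCs, 2% Hct / 0.05% parasitemia final; luciferase-reporter P. falciparum; cpd 96 h, 37 C, 5% CO2; luciferase detection reagent; luminescence.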
AmpC no deterg = blocks E. coli AmpC beta-lactamase in detergent-free assay; AID 485341; AmpC nitrocefin hydrolysis, absorbance 480 nm, 0.0001% Triton; P00811; Potency, µM (doses to about 57.1 µM), for inactives: top-dose activity change, negative = inhibition, hits mostly inhibitors; actives 0.52% (n = 330,000);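 further: potency means the concentration at half of the fitted maximal effect; plate controls were no compound for no effect and no enzyme for full effect; nearly all actives have a fitted effect of over 20% in size; some results filed as inactive show a strong effect at the top dose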
Target sequence (P00811 whole entry, looked up): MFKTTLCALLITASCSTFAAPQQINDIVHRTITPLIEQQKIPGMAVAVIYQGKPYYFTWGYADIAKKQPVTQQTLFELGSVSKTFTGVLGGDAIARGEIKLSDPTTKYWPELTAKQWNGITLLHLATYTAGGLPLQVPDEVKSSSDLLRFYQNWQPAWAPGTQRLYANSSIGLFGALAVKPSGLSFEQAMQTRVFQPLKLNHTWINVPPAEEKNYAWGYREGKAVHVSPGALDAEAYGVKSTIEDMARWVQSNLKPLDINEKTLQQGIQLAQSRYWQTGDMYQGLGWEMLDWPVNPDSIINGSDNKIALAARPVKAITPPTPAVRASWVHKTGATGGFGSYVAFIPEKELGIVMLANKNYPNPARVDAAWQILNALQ
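20 mM phosphate pH 7.0 + 0.01% (detergent screen) or 0.0001% Triton X-100; 5.3 nM AmpC reagent; cpd preinc 15 min RT; nitrocefin (800 uM stock) to start; A480 q20 s × 4 min; Activity was normalised to no-enzyme and no-compound control wells.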
TbPYK inhibitor = inhibitors of Trypanosoma brucei pyruvate kinase; AID 624173; Q57TT1; Potency, µM (top dose mostly 76.8 µM), for the others: top-dose activity, negative = inhibition, actives largely listed as inhibitors; TbPYK enzyme, Kinase-Glo Plus ATP luminescence, 45 min; actives 0.12% (n = 410,000); further: potency means the concentration at half of the fitted maximal effect; on the % scale 0 is the no-effect control and ±100 the full control effect; nearly all actives have a fitted effect of over 50% in size
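In this concentration-response screen, enzyme-free wells defined baseline while DMSO plates tracked drift. Each reaction combined TbPYK, substrate, compound and 130 uM ADP for 45 min at room temperature. Kinase-Glo Plus luminescence gave the signal.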
Pf growth 48h = inhibits P. falciparum growth in the first generation, 48 h; P. falciparum luciferase growth in erythrocytes, 48 h; Potency, µM (top dose mostly 28.7 µM), for inactives: at the top dose activity change, negative = inhibition, actives largely listed as inhibitors; actives 5.9% (n = 310,000); AID 504832; further: potency means the concentration at half of the fitted maximal effect; on the % scale 0 is the no-effect control and ±100 the full control effect
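Erythrocytes infected with P. falciparum carrying an integrated firefly luciferase reporter (2% hematocrit, 0.1% parasitemia final) were exposed to compounds in RPMI 1640 with 0.5% Albumax at 37 C, 5% CO2. Growth inhibition was scored as reduced luminescence.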
CHX counter = counter-screen for Shiga toxin inhibitors: cycloheximide protein synthesis inhibition | cell reporter, cycloheximide protein synthesis inhibition counterscreen | max response, % | actives 12% (n = 300,000) | AID 2314; in the data active means max response mostly above about 13%, no sharp cut-off; inactive means mostly below about 14%; further: read at 38.3 µM for the half of the compounds with a filed dose; 0% is about no effect
Shiga inhibitor = Shiga toxin inhibition; inhibition, % at 38.7 µM; Vero cells, Shiga toxin protein synthesis inhibition reporter; AID 2315; actives 9.2% (n = 290,000); in the data active means inhibition mostly above about 28%, no sharp cut-off; inactive means mostly below about 43%; further: 0% is about no effect
LmPK inh = LmPK (Leishmania mexicana) enzyme inhibition | Potency, µM (series often up to 57.5 µM), for inactives: at the top dose activity change, negative = inhibition, actives largely listed as inhibitors | AID 1721 | purified LmPK, Kinase-Glo ATP luminescence, 1 h | actives 0.37% (n = 290,000); further: potency means the concentration at half of the fitted maximal effect; on the % scale 0 is the no-effect control and ±100 the full control effect
Target sequence (Q27686 whole entry, looked up): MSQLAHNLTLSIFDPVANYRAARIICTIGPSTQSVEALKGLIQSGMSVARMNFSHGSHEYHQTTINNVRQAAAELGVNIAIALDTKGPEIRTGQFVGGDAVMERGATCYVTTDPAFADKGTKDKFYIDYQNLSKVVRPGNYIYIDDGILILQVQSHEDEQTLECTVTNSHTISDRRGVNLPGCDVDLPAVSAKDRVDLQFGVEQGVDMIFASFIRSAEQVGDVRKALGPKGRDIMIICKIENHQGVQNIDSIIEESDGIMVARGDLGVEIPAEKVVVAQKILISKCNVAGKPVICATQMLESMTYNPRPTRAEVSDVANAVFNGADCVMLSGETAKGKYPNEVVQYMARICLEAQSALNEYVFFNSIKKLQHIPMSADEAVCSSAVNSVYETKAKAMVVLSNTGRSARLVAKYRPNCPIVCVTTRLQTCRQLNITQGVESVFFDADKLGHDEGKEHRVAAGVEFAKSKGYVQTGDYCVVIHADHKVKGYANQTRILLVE
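Purified LmPK (0.1 nM) converted ADP (0.1 mM) to ATP with PEP (0.5 mM) in imidazole buffer pH 7.2 with KCl and MgCl2, 1 h at room temperature. ATP was read by Kinase-Glo luminescence; data normalized to uninhibited and no-enzyme controls.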
An asterisk follows results filed as active; ? = inconclusive; · = not tested or not shown; [ ] = remark or other dose. Unless noted, the call rests on the fitted dose curve; in most records, active means well fitted curve in the direction sought with a large enough effect; inconclusive means small, poorly fitted or top-dose-only effect, or another doubt; inactive means no such curve, though single readings can be large; an effect the other way counts as inactive or inconclusive.

No.	Compound	Pf growth 96h	AmpC no deterg	TbPYK inhibitor	Pf growth 48h	CHX counter	Shiga inhibitor	LmPK inh
1	CCC(=O)Oc1ccc(C(=O)Nc2ccc([N+](=O)[O-])cc2)cc1	?	-43.9%	-10.4%	37.8%[activator]	39.7*	102.4*	-2.0%
2	CC1CC(Nc2ccccc2)c2ccccc2N1C(=O)c1ccco1 (centres undefined)	-25.7%	1.6%	3.0%	?	-1.8	-10.5	2.0%
3	c1ccc(N/N=C(\Cc2nc3ccccc3[nH]2)c2ccccc2)cc1	?	-30.6%	0.2%	-85.9%	52.3*	47.8*	-2.7%
4	CCCSc1nc2c(cnn2-c2ccc(F)cc2)c(=O)[nH]1	19.6%	-25.0%	0.9%	13.6%	-5.3	-2.4	5.7%
5	CC(C)c1ccc(S(=O)(=O)NC2CCS(=O)(=O)C2)cc1 (centres undefined)	34.0%[activator]	-16.8%	-4.8%	6.7%	·	·	·
6	COc1ccc(-n2ncc3c(NCC4CCCO4)ncnc32)cc1 (centres undefined)	·	-14.9%	-2.7%	300.1%[activator]	67.9*	94.7*	-6.2%
7	Cc1cccc(-n2c(CNC(=O)c3ccc(S(=O)(=O)N4CCCC4)cc3)n[nH]c2=S)c1	22.5%	-23.0%	14.1µM*	-27.1%	-2.5	-16.3	-10.0%
8	O=C(CN1CCOCC1)Nc1cc(Cl)ccc1Cl	70.5%[activator]	5.4%	-1.6%	12.8%	9.2	32.9	-2.3%
9	CC(C)(C)[C@H]1C=C(C(=O)NC2CC2)O[C@@H](OCc2ccc(CO)cc2)C1	?	113.9%[activator]	-4.0%	?	0.4	-7.3	7.2%
10	Oc1c(C(Nc2ccccn2)c2ccccc2F)ccc2cccnc12 (centres undefined)	·	·	51.9%[activator]	·	16.7	12.1	·
11	CC(=O)C12CCCCC1CC1[C@@H]3CC(C)C4=CC(=O)CC[C@]4(C)C3CC[C@@]12C (some centres undefined)	?	-32.7%	3.2%	?	-0.9	3.0	1.4%
12	CC12CCC(C1)C(C)(C)C2=O (centres undefined)	-7.6%	·	-5.1%	4.6%	·	·	·
13	Cc1ccc(CN2C(=O)CCC2C(=O)NCCCN2CCOCC2)cc1 (centres undefined)	?	-2.4%	2.7%	2.8%	-4.4	-8.1	2.6%
14	CCN(CCCNC(=O)CCNC(=O)Cn1cnc2ccccc2c1=O)c1ccccc1	41.0%[activator]	83.9%[activator]	0.0%	3.4%	-3.8	-21.3	-3.1%
15	COCCOC(=O)c1c(C)oc2ccc(NS(=O)(=O)c3ccc(F)cc3)cc12	?	-20.5%	3.2%	?	1.4	10.9	2.9%
16	Nc1nonc1-n1nnc(C(=O)N/N=C/c2ccccn2)c1-c1ccccc1	0.9%	-13.0%	-0.5%	1.4%	12.0	-7.8	0.0%
17	CC(=O)c1c(C)[nH]c(C(=O)OCC(=O)N2CCc3ccccc32)c1C	0.0%	12.2%	-1.4%	33.2%[activator]	24.1*	33.2	0.4%
18	COc1ccc(C(=O)COC(=O)c2cccc(-n3cnnn3)c2)c(OC)c1	136.3%[activator]	-21.8%	2.3%	180.8%[activator]	·	·	·
19	O=C(NCCCCc1ccccc1)c1cccc(Br)c1	-0.1%	-11.7%	-0.7%	13.9%	15.2*	67.8	-1.8%
20	NC(=O)CC(NC(=O)Cc1cccc2ccccc12)c1ccc(NCCc2cccc(F)c2)c([N+](=O)[O-])c1 (centres undefined)	8.1%	-27.1%	1.6%	?	-3.0	-5.2	4.4%
21	Cc1ccc(S(=O)(=O)N2CCC(C(=O)OCCOc3ccccc3)CC2)cc1C	9.1%	-15.4%	-3.3%	-1.4%	·	·	·
22	Cc1ccc(NC(=O)c2ccc(NS(=O)(=O)/C=C/c3ccccc3)cc2)nc1	-0.5%	-34.5%	-6.3%	?	1.2	14.6	-1.1%
23	O=C(NC1CCCC1)c1cccc(S(=O)(=O)Nc2ccccc2F)c1	-16.2%	-17.2%	-0.5%	6.1%	·	·	·
24	COC(=O)C1=C(c2ccc(OC(F)(F)F)cc2)C[C@@H]2CC[C@H]1N2C(=O)NC(C)C	-25.1%	92.0%[activator]	-10.8%	?	·	·	·
25	COc1ccccc1N1CCN(CC(O)COc2ccc3c(c2)OCO3)CC1 (centres undefined)	-12.1%	21.8%	1.8%	9.6%	1.1	-3.3	1.8%
26	O=S(=O)(Nn1cnnc1)c1ccccc1	?	-13.3%	2.4%	3.2%	-1.0	7.5	0.9%
27	O=C(CSc1nnc(-c2ccco2)c(-c2ccco2)n1)c1ccccc1	?	-14.3%	?	-4.4%	2.1	3.8	-5.8%
28	Cc1cc(=O)oc2c(CN3CCN(C)CC3)c(O)c(Cl)cc12	13.2%	-25.1%	1.3%	9.1%	-4.2	15.0	-7.1%
29	CCOc1cc(C)ccc1OCc1nnc(SCC(=O)c2cccc([N+](=O)[O-])c2)n1CC	-18.8%	-20.1%	-3.8%	-4.9%	-3.4	-20.3	5.4%
30	CN(c1ccccc1)c1nc(N)c([N+](=O)[O-])c(Nc2ccccc2F)n1	?	-34.5%	-13.7%	-16.8%	19.0*	10.9	3.8%

Record cards (already shown).
Listed for `CC(=O)c1c(C)[nH]c(C(=O)OCC(=O)N2CCc3ccccc32)c1C` = Pf growth 96h = 0.0%; AmpC no deterg = 12.2%; TbPYK inhibitor = -1.4%; Pf growth 48h = 33.2%[activator]; CHX counter = 24.1*; Shiga inhibitor = 33.2; LmPK inh = 0.4%
Listed for `Cc1ccc(CN2C(=O)CCC2C(=O)NCCCN2CCOCC2)cc1` (centres undefined) = Pf growth 96h = ?; AmpC no deterg = -2.4%; TbPYK inhibitor = 2.7%; Pf growth 48h = 2.8%; CHX counter = -4.4; Shiga inhibitor = -8.1; LmPK inh = 2.6%

Screen by screen, quoted from above.
Nos. 17 to 23 in Pf growth 96h: 0.0%, 136.3%[activator], -0.1%, 8.1%, 9.1%, -0.5%, -16.2%

Going on with the list:
No.	Compound	Pf growth 96h	AmpC no deterg	TbPYK inhibitor	Pf growth 48h	CHX counter	Shiga inhibitor	LmPK inh
31	CC(=O)c1sc(N/N=C2\CC3CCC2(C)C3(C)C)nc1C (centres undefined)	1.3%	-27.9%	-29.9%	68.0%[activator]	8.6	32.4	-1.4%
32	O=C(N/N=C/c1cccnc1)c1ccccc1NS(=O)(=O)c1cccs1	?	41.0%	-0.2%	-26.7%	4.2	-10.7	1.5%
33	O=C(Nc1ccccc1C(F)(F)F)c1cc2ncc(CCCl)cn2n1	?	-11.4%	-4.8%	?	23.2*	76.7*	4.1%
34	Cc1ccc(C(=O)NCCSc2snnc2C)cc1	39.5%[activator]	?	2.3%	27.5%	54.3*	70.7*	-0.3%
35	COc1ccc(Nc2cc(Cl)nc(N)n2)cc1	6.3%	-22.3%	-0.4%	73.2%[activator]	29.4*	35.6	-1.3%
36	CCOC(=O)c1c(NC(=O)CCN2CCOCC2)sc2c1CC(C)(C)OC2	0.3%	106.4%[activator]	-4.2%	?	-4.4	4.7	-5.7%
37	CCOC(=O)Nc1ccc2c(c1)N(C(=O)OC)c1ccccc1CC2	-8.3%	24.7%	-12.1%	5.4%	-3.4	-7.4	2.2%
38	COc1ccc([C@@H]2CC=C(C(=O)O)[C@H](c3ccc(F)cc3)N2S(=O)(=O)c2ccccc2C)cc1	?	-16.0%	4.0%	?	·	·	·
39	C/C=C/C(=O)OCC(=O)Nc1cccc(S(=O)(=O)NC2=NCCCCC2)c1	?	-14.8%	-1.5%	-16.1%	0.7	11.5	-2.7%
40	COC(=O)CN1CC(=O)N(c2ccccc2)C1=S	-17.7%	-11.3%	-0.2%	3.1%	13.1	16.0	-1.1%
41	Cc1ccc(-n2c(Cc3cccn3C)nnc2SCC(=O)Nc2nnc(C)s2)cc1	-11.2%	42.6%	-0.6%	?	1.7	15.3	3.7%
42	COC(=O)CNC(=O)CCc1nnc(C2(c3ccc(Cl)cc3)CCC2)o1	6.6%	35.8%	1.2%	-9.7%	45.2*	39.1*	-7.6%
43	CCN1C(=O)[C@H]2[C@@H](c3ccc(OC)cc3)N3C(=O)CN(CCOC)C(=O)[C@@]3(C)[C@H]2C1=O	-4.0%	-13.5%	-1.6%	14.4%	-1.5	-7.2	-3.5%
44	Cc1ccc2nc(-c3ccccc3)cc(C(=O)O)c2c1	13.1%	-10.4%	-5.3%	13.8%	1.8	1.2	3.6%
45	O=C(Nc1nccs1)c1ccc(-c2ccc(F)c(Cl)c2)o1	3.8%	25.1µM*	-7.8%	?	45.3*	102.1*	-0.4%
46	O=C(O)Cn1c(SCCOc2ccc(Cl)cc2)nc2ccccc21	?	-21.0%	-3.8%	0.6%	-2.2	-15.5	-5.1%
47	CC(Sc1nccn1C)C(=O)Nc1ccc(Cl)cn1 (centres undefined)	23.3%	0.0%	-1.4%	7.5%	·	·	·
48	COC(=O)c1cc(S(=O)(=O)NCc2cccc(Br)c2)c[nH]1	9.28µM*	-23.2%	0.9%	8.9%	1.1	-2.8	-1.1%
49	CC(C)Oc1ccc(OCCn2c(=S)[nH]c3c(N)ncnc32)cc1	-21.4%	?	?	13.2%	8.1	6.6	-2.5%
50	CC(=O)N1CCc2cc(S(=O)(=O)NC3CCCCC3)ccc21	27.2%	-5.0%	3.5%	-10.2%	-2.1	-2.5	-0.9%
51	S=c1[nH]nc(COc2ccccc2)n1/N=C/c1ccc(Cl)cc1	1.2%	-33.2%	-7.2%	9.6%	-2.4	20.8	1.7%
52	CCOC(=O)c1cc(C(=O)OCC)c(=O)[nH]c1SCc1ccccc1	38.1%[activator]	-15.0%	-5.7%	3.9%	-0.7	·	4.4%
53	O=C1N[C@@H](Cc2ccccc2)C(=O)N2[C@H]1C[C@]1([C@]34C[C@H]5C(=O)N[C@@H](Cc6ccccc6)C(=O)N5[C@H]3N(S(=O)(=O)c3ccccc3)c3ccccc34)c3ccccc3N(S(=O)(=O)c3ccccc3)[C@H]21	0.738µM*	-4.0%	1.6%	1.47µM*	·	·	·
54	CC(C)Cc1nnc(NC(=O)CN2C(=O)NC3(CCCCC3)C2=O)s1	-3.0%	-5.0%	5.1%	?	-2.0	-8.2	-0.7%
55	CCOC(=O)C1=C(C)N=C2SCCC(=O)N2C1c1ccc(C(=O)OC)cc1 (centres undefined)	·	62.0%[activator]	4.4%	·	-3.4	-3.2	7.0%
56	CC1(C)CC(=O)C2=C(C1)Oc1ncn(CCCO)c(=N)c1C2c1ccccc1 (centres undefined)	20.9%	12.0%	1.2%	-6.9%	-6.1	13.3	0.1%
57	CCS(=O)(=O)N1CCC(C(=O)NCCCN2CCN(c3ccccc3F)CC2)CC1	-2.8%	9.7%	0.0%	3.0%	16.9	-9.4	5.5%
